# MT stabilizer: microtubule stabilization, imaging screen; HeLa tubulin immunostaining HCS, 24 h; share of cells brighter than vehicle mean+2SD; % tubulin-high responders, % at 10 µM; 200,000 compounds, 0.83% hits; AID 2205;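 active = plate Z-score above 3 for both tubulin-high and condensed-nucleus cell shares, with cell loss under 80%, at 10 µM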;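 note: anti alpha tubulin signal scored within the nucleus-defined area of each cell; some results filed as inactive read as strong as hits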
# TNAP activators: stimulation of alkaline phosphatase TNAP activity – biochemical, luminescent, no phosphate acceptor, uHTS, primary screen (AID 1001) | purified TNAP, luminescent activation assay, no phosphate acceptor; higher activation fold means a stronger effect | 200,000 compounds, 0.03% hits | activation fold at 20 µM, or EC50 in µM where a hit was titrated; in the data active = activation fold from about 3, or a potency from the dose series; inactive = the rest, 99 in 100 with activation fold below about 1.6; note: many of its hits are not listed in these tables
# Hep lipid drop: modulators of hepatic lipid droplet formation; inhibition, % at 6.5 µM; AML12 mouse hepatocytes, oleate lipid droplets, BODIPY imaging; 240,000 compounds, 0.4% hits;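 active = lipid droplet intensity inhibited by at least 50%, with more than 500 cells counted; inconclusive = wells with under 300 cells, treated as cytotoxic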
#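 Test system: AML12 mouse liver cells; schedule: overnight exposure; technique: high-content imaging of BODIPY-stained droplets and DAPI nuclei; read-out: % inhibition of corrected integrated BODIPY droplet signal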
# Dynein transport: dynein cargo transport inhibition. 220,000 compounds, 0.47% hits. 3617.4 mouse cells, GR-EGFP nuclear translocation imaging; test concentration mostly 20 µM; stimulated with dexamethasone, 1 µM; active compounds read low. z-score, hits read low;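 active = plate z-score of nuclear minus cytoplasmic receptor signal below a set negative limit, without overly bright fluorescence or cell loss, cut at about -3.5 in these data, passing the limit was not always enough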;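 note: z-score of nuclear minus cytoplasmic ring GR-EGFP intensity difference per well; some compounds called inactive have numbers as strong as hits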
#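 Schedule: 48 h induction, then 1 h compound, then 30 min agonist, 37 °C. Buffer or medium: tetracycline-free induction medium containing charcoal-stripped FBS. Reagent: 1.0 µM final dexamethasone stimulus. Evaluation: nuclear versus cytoplasmic GR-EGFP signal, averaged per well. Signal: high-content fluorescence imaging after fixation.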
# bCat nuc transl: alters nuclear translocation of beta-catenin in HeLa cells. immunofluorescence imaging. nuclear translocation activity, % at 5 µM. 190,000 compounds, 0.3% hits. AID 1665;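 active = nuclear translocation activity above 50% at 5 µM, with a well cell count of 50 or more; inconclusive = wells under 50 cells across six images, flagged as toxic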;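 note: per-cell ratio of nuclear to cytoplasmic median beta-catenin stain intensity; plate controls were DMSO negative control for no effect and GSK-3 inhibitor IX positive control for full effect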
#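 Test system: human HeLa cell line; Doses: 5 µM primary, 0.02–20 µM confirmation; Incubation: 24 h compound exposure, 37°C; Detection: beta-catenin immunofluorescence imaging with DAPI; Read-out: beta-catenin nuclear/cytoplasmic ratio, % activation.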
# T cell HTS: T cell immune modulators affecting CD8 T cell-vesicle binding | 2C CD8+ T cell-vesicle binding, flow cytometry; active compounds read low | calls only at 7 µM | 330,000 compounds, 0.068% hits;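 active = response, share of CD8 T cells binding vesicles, and their 90th percentile fluorescence all below set limits, cut at about 80% in these data, passing the limit was not always enough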
#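 Assay system – 2C mouse CD8+ T cells · Also added – QL9-loaded Drosophila micro-vesicles · Timing – Cell–vesicle co-incubation 1.5 h at 37 °C, staining 20 min on ice · Signal – flow cytometry of vesicle-bound cells · Measure – percent CD8+ FL2 mean versus row control · Controls – Peptide-free naked vesicles (low) and QL9 vesicles with 0.7% DMSO vehicle (high)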
# Myeloid diff 2: promotes myeloid progenitor differentiation; calls only at 10 µM; ER-HoxA9 myeloid progenitors, lysozyme-GFP differentiation, flow cytometry; AID 624256; 360,000 compounds, 1% hits;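 active = normalized GFP-positive differentiation at or above the plate's own cutoff, the solvent-only control mean plus 3 SD; inconclusive = no clear call, values can overlap the other calls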;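 note: cells exposed to compound for four days before flow analysis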
# Insulin prom up: MIN6 insulin promoter up-regulation; z-score at 5 µM; 190,000 compounds, 0.3% hits; MIN6 insulin promoter-GFP reporter, high-content imaging; active compounds read high;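 active = z-score above 3 at 5 µM with at least 500 cells counted in the well; inconclusive = wells under 500 cells, flagged as cytotoxic or low count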
# PMI inhibitors: inhibitors of human PMI, primary screen, biochemical, fluorescence intensity, coupled assay (AID 1209). one-dose inhibition, % at 20 µM; IC50 in µM for titrated hits. 190,000 compounds, 0.42% hits. purified PMI enzyme, coupled fluorescence intensity; higher % means a stronger effect; in the data active = inhibition above about 50%;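 note: plate controls were DMSO vehicle for no effect and wells lacking substrate for full effect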
# Dynein transport cytoplasmic EGFP: recorded beside Dynein transport, whose call it bears; z-score; measured here: cytoplasmic GR-EGFP intensity; active compounds read high
# Dynein transport nuclear GR-EGFP: recorded beside Dynein transport, whose call it bears; z-score; measured here: nuclear GR-EGFP intensity;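 lower value marks the stronger effect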
# Dynein transport cell count: recorded beside Dynein transport, whose call it bears; z-score; measured here: cell count per field
# Insulin prom up cell count: also measured in Insulin prom up; calls as there; cell count; measured here: cytotoxicity, nuclei count;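 total cells summed across four imaged fields per well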
# Hep lipid drop cells 6.5 µM: second read-out of Hep lipid drop, no call of its own (marks repeat the call); cell count; measured here: cell count, cytotoxicity flag;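 cells counted across two imaged fields per well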
# bCat nuc transl cell count 5 µM: recorded beside bCat nuc transl, whose call it bears; cell count; measured here: cell count, cytotoxicity flag
# T cell HTS vesicle-bound %: further read-out of T cell HTS, marked with its call; double positive events, %; measured here: CD8+ vesicle-bound cell fraction;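 binding gate set so that unloaded-vesicle control wells show 10% double positive cells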
# MT stabilizer Hoechst-high %: recorded beside MT stabilizer, whose call it bears; % Hoechst-high responders; measured here: nuclear condensation Hoechst responders;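 share of cells brighter than vehicle mean plus two SD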
# MT stabilizer cytotoxicity %: further read-out of MT stabilizer, marked with its call; toxicity, %; measured here: cytotoxicity by cell density;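 0% = mean cell density of plate MIN control wells and 100% = no cells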
# Myeloid diff 2 GFP+ MAC1+ %: recorded beside Myeloid diff 2, whose call it bears; GFP+ MAC1+ double positive, %; measured here: differentiation confirmed by MAC1 staining
# The depositor's hits bear a star; i = inactive; ? = inconclusive; . = no result given; & = joins results of further samples.
SMILES	MT stabilizer	MT stabilizer Hoechst-high %	MT stabilizer cytotoxicity %	TNAP activators	Hep lipid drop	Hep lipid drop cells 6.5 µM	Dynein transport	Dynein transport cytoplasmic EGFP	Dynein transport nuclear GR-EGFP	Dynein transport cell count	bCat nuc transl	bCat nuc transl cell count 5 µM	T cell HTS	T cell HTS vesicle-bound %	Myeloid diff 2	Myeloid diff 2 GFP+ MAC1+ %	Insulin prom up	Insulin prom up cell count	PMI inhibitors
CCOc1ccccc1NC(=O)C(=O)N/N=C/c1ccc([N+](=O)[O-])cc1	8.1	1.6	8.2	1.1	1	629	-0.52	-0.36	0.19	0.81	-2.5	1112	i	20	i	0.3	-0.29	1576	-7%
O=C1c2ccccc2C(=O)N1CCSc1n[nH]c(=S)s1	4.4	3.2	5.4	1.1	-2	767	-0.59	-0.23	-0.42	1.3	-15	1243	i	18	i	0.6	.	.	-5%
S=C(Nc1ccccc1)c1ccccn1	3.4	1.8	7.1	1	-8&5	688&787	-0.92&0.32	-0.1&-0.19	0.12&-0.0033	0.45&0.29	-1.3	1373	i	34	i	0.4	-0.43	1136	6%
CC(=O)Nc1ccc(S(=O)(=O)Nc2nc3ccccc3nc2Nc2cccc(O)c2)cc1	.	.	.	.	-28	680	0.09	-0.27	-0.038	0.6	-0.8	1384	i	16	i	0.6	-0.09	1034	.
COc1ccc(NC(=O)C2CCN(C(=O)Cc3ccccc3)CC2)c(OC)c1	2.3	1.1	4.9	1.2	-4	730	-0.022	-0.29	0.39	0.77	1.0	974	i	57	i	0.6	0.14	1451	1%
COc1ccc(OC)c(CN2CCN(CCc3ccccc3)C(CCO)C2)c1 (stereo not drawn)	2.6	0.9	6.4	1.1	0	729	0.26	-0.22	0.073	0.2	0.0	1030	i	66	i	0.1	-0.41	1509	3%
CCC1C(=O)N=C(SCC(=O)Nc2ccccc2)NC1=O (stereo not drawn)	4.6	1.9	2.8	1.1	-7	700	1.6	-0.13	1.6	-1	-3.3	1265	i	59	.	.	0.17	1190	-5%
Cc1ccc(S(=O)(=O)N(C)C)cc1NC(=S)NC1CCCC(C)C1C (stereo not drawn)	4.5	3.0	3.9	1.2	-5	651	-0.7	-0.31	-0.72	0.61	-4.2	548	i	6	?	.	0.97	1377	6%
O=[N+]([O-])c1ccc(N2CCOCC2)cc1SCc1ccco1	4.1	1.4	11	1	-3	707	0.65	-0.22	0.42	-0.28	.	.	i	40	i	0.4	-0.03	1097	41%
COc1ccc(C(c2sc3ncnn3c2O)N2CCN(c3ccccc3F)CC2)cc1OC (stereo not drawn)	12	1.7	3.9	1.1	-16	686	3.1	0.13	2.5	-2	1.5	759	i	42	i	2.9	-0.99	1939	11%
COc1ccc(OC)c(N2C(N)=NC(N)=NC23CCCC3)c1	4.9	4.0	13	1.1	.	.	-0.16	-0.22	0.17	0.35	4.8	1336	i	53	i	1.4	0.22	1635	9%
CC1CCN(C(=O)c2ccc(CSc3nc4ccncc4n3Cc3ccc(F)cc3)cc2)CC1	6.0	3.0	4.9	0.9	-10	677	0.26	-0.2	0.9	-0.09	-1.3	492	i	7	i	4.5	-0.31	1103	-8%
Fc1ccccc1N1CCN(c2cnc3ccccc3n2)CC1	1.0	1.5	6.6	1.1	4	733	0.68	-0.11	0.065	-0.23	2.1	1196	i	45	i	0.4	0.15	1303	10%
O=C(Cc1ccc(Cl)cc1)Nc1ccc2oc(-c3ccncc3)nc2c1	1.8	1.5	4.3	1.1	4	750	-0.048	-0.17	0.3	-0.57	.	.	i	46	?	.	-1.3	1437	2%
CC(=O)c1sc2nc(=O)c(C)nn2c1C	5.0	2.3	0.4	1.1	6	807	-0.22	-0.12	0.18	0.51	-8.1	1199	i	32	i	0.8	-0.43	1219	3%
O=C1OC(/C=C/c2ccc(Cl)cc2)=NC/1=C/c1ccco1	3.3	3.5	7.1	1.1	26	645	-0.66	-0.31	-0.71	0.88	-1.8	972	i	39	i	0.3	.	.	-1%
COc1ccc(CCn2c(NCc3ccco3)nc3c2c(=O)[nH]c(=O)n3C)cc1	8.5	1.9	5.6	1	.	.	2.9	0.0075	2	-0.95	0.5	1143	i	46	i	1.7	?	.	-14%
Cc1ccc(C(=O)NCCc2nnc3ccc(SCC(=O)Nc4c(C)cc(C)cc4C)nn23)cc1	3.5	3.4	6.8	1	-18	697	0.19	-0.23	0.58	-0.7	-1.3	1178	i	40	i	0.9	-0.85	1459	3%
Cc1ccc(C=C2C(=O)c3ccccc3C2=O)o1	1.8	3.3	12	1.1	-94	609	-0.1	-0.26	-0.22	0.085	-0.6	1060	i	6	i	0.2	-0.49	1513	-19%
CCC(Sc1nc2c(c(=O)[nH]1)CCC2)C(=O)Nc1cccc(OC)c1 (stereo not drawn)	3.8	2.6	8.1	1.1	5	671	-0.54	0.36	0.61	-0.36	-1.3	1054	i	18	i	1.1	0.49	1933	19%
CCCOc1ccc(CN(CCO)CCO)cc1C(=O)OC	5.5	2.7	11	1.1	.	.	0.91	-0.34	0.66	-0.069	-1.0	1116	i	12	i	7.2	0.28	1214	-6%
CC(C)(C)CC(=O)Nc1cccc2c1CCCC2	1.6	1.5	10	1	14	755	0.34	-0.18	0.4	0.57	-8.2	1231	i	60	i	1.2	.	.	-5%
CCN(CC)c1ccc(/C=N/Nc2ccc(C)cc2)c(O)c1	2.9	2.2	3.5	1	3	656	-0.013	-0.16	0.46	-1.1	0.9	1136	i	46	i	0.8	-0.9	1536	-15%
COc1ccccc1NC(=S)NNC(=O)c1ccc(O)cc1	2.1	0.8	5.0	0.6	-15	768	0.78	-0.083	0.7	0.93	-6.3	1060	i	28	i	1.4	.	.	0%
Cc1ccc(C)c(N(CC(=O)NN=C2CCCCCCC2)S(C)(=O)=O)c1	1.7	1.5	4.1	1	.	.	-0.21	-0.21	-0.34	0.39	0.9	1341	i	38	i	0.0	-0.16	1340	0%
COc1ccc(-c2noc(CSc3nc(-c4ccccc4)cc(=O)[nH]3)n2)cc1OC	3.5	1.9	4.8	1.1	-5	791	-0.94	-0.047	-0.16	-0.4	-2.9	1125	i	25	i	0.7	1.6	1197	26%
CCCSc1nc2c(c(=O)[nH]c(=O)n2C)n1CCc1ccccc1	2.2	0.4	12	1	.	.	-0.017	-0.25	0.67	0.61	-1.9	948	i	3	i	0.1	-0.21	1388	4%
NC(=O)COC(=O)c1cc(S(=O)(=O)N2CCN(c3ccccc3)CC2)ccc1Cl	6.2	3.9	7.5	1.1	-6	657	2.1	-0.17	1.2	-1.8	1.0	1043	i	48	i	0.6	0.07	1214	-1%
Fc1ccc(Nc2nnc(C(F)(F)F)s2)cc1Cl	.	.	.	.	-10	705	0.2	-0.28	0.16	-0.27	2.5	1098	i	56	i	0.0	-0.56	1335	.
Cc1ccc(NC(=O)NNC(=O)c2snnc2C)cc1	3.6	1.8	6.3	1.1	4	708	-0.77	-0.31	-0.42	0.43	-1.5	1159	i	42	i	0.5	0.16	1323	0%
N#Cc1ccc(-c2ccc(F)cc2)nc1Oc1ccccc1	2.7	1.8	5.4	1.1	.	.	-1.3	4.3	0.99	0.68	-0.6	1352	i	54	i	0.9	0.55	1507	0%
CC1CCc2cc(F)ccc2N1C(=O)CCC(=O)O (stereo not drawn)	3.5	1.9	11	1.1	-18	626	-1	-0.35	-0.57	0.35	-1.6	1086	i	20	i	1.0	?	.	4%
CCOC(=O)c1sc(NC(=S)NC(=O)C2CC2)cc1C	5.4	2.5	11	1.1	9	661	-0.23	-0.00053	0.053	-1.4	1.2	1002	i	40	i	0.1	-0.52	1375	7%
COc1ccc(C(=O)NCc2oc(-c3ccccc3)cc2C(=O)O)cc1	4.1	2.7	4.8	1.1	-1	722	0.38	-0.24	-0.00077	1.1	-0.6	1090	i	14	i	1.2	0.96	1281	-11%
O=C(CCCSc1nnc(-c2cccs2)n1CC1CCCO1)c1ccccc1 (stereo not drawn)	1.7	2.0	13	1	-3	754	-0.0047	-0.22	0.15	0.15	-2.4	1126	i	13	i	1.0	-0.82	869	6%

# 2 of these compounds, reformatted:
# Screens in order: MT stabilizer, MT stabilizer Hoechst-high %, MT stabilizer cytotoxicity %, TNAP activators, Hep lipid drop, Hep lipid drop cells 6.5 µM, Dynein transport, Dynein transport cytoplasmic EGFP, Dynein transport nuclear GR-EGFP, Dynein transport cell count, bCat nuc transl, bCat nuc transl cell count 5 µM, T cell HTS, T cell HTS vesicle-bound %, Myeloid diff 2, Myeloid diff 2 GFP+ MAC1+ %, Insulin prom up, Insulin prom up cell count, PMI inhibitors
Fc1ccc(Nc2nnc(C(F)(F)F)s2)cc1Cl
  ., ., ., ., -10, 705, 0.2, -0.28, 0.16, -0.27, 2.5, 1098, i, 56, i, 0.0, -0.56, 1335, .
Cc1ccc(NC(=O)NNC(=O)c2snnc2C)cc1
  3.6, 1.8, 6.3, 1.1, 4, 708, -0.77, -0.31, -0.42, 0.43, -1.5, 1159, i, 42, i, 0.5, 0.16, 1323, 0%
